inhibitors of VEEV: inhibitors of VEEV TC-83 cytopathic effect, confirmation, Vero cells (AID 588727). Vero cells, VEEV TC-83 cytopathic effect inhibition; higher % means a stronger effect. inhibition, % at 20 µM; hits with a dose series show IC50 in µM. 350,000 tested, 0.13% active; in the data active = a potency from the dose series; inconclusive = inhibition mostly from about 14% at the one dose, without a potency; inactive = the rest, 99 in 100 with inhibition below about 12%; also: strong numbers were not always called active
influenza NS1A: H1N1 influenza NS1A inhibitors, functional cell based assay (AID 504329); 340,000 tested, 0.3% active; NS1A functional cell-based assay, percent inhibition; higher % means a stronger effect; one-dose inhibition, % at 12.5 µM; IC50 in µM for titrated hits; in the data active = a potency from the dose series; inconclusive = inhibition above about 27% without an active follow-up result; also: strong numbers were not always called active
H37Rv inhibition: M. tuberculosis growth inhibition, HTS (AID 449762); inhibition, % at 25 µM; hits with a dose series show IC50 in µM; M. tuberculosis H37Rv growth inhibition, 7H9 media; higher % means a stronger effect; 330,000 tested, 0.59% active; in the data active = a potency from the dose series; inconclusive = inhibition above about 70% without an active follow-up result;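 also: bacterial growth assessed after seven days of incubation; strong numbers were not always called active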
tuberculosis growth: growth inhibition of non-replicating M. tuberculosis (AID 488890); 320,000 tested, 0.39% active; Mycobacterium tuberculosis non-replicating, growth inhibition; higher % means a stronger effect; inhibition, % at 25 µM; hits with a dose series show IC50 in µM; in the data active = a potency from the dose series; inconclusive = inhibition mostly from about 82% at the one dose, without a potency; inactive = the rest, 99 in 100 with inhibition below about 76%;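 also: plate controls were DMSO cells for no effect and high antibiotic wells for full effect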
PhoP GFP inhibition: PhoP regulon inhibitors, Salmonella typhi PhoP promoter GFP reporter, confirmatory (AID 1850); inhibition, % at 50 µM; hits with a dose series show IC50 in µM; 310,000 tested, 0.33% active; Salmonella Typhi PhoP-promoter GFP reporter, fluorescence, 4 h; higher % means a stronger effect; in the data active = a potency from the dose series; inconclusive = inhibition mostly from about 25% at the one dose, without a potency; inactive = the rest, 99 in 100 with inhibition below about 19%;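 also: 0% = induced wells with vehicle and 100% = uninduced wells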
inhibitors of VEEV 10K pilot screen: second read-out of inhibitors of VEEV, no call of its own (marks repeat the call); inhibition, %; measured here: 10K pilot screen inhibition
* hit, by the source's call; i = inactive; ? = inconclusive; . = not tested or not shown; & = joins results of further samples.

SMILES | inhibitors of VEEV | influenza NS1A | H37Rv inhibition | tuberculosis growth | PhoP GFP inhibition | others
COc1ccc(NC(=O)CSC(C)c2nc3ccccc3c(=O)[nH]2)cc1 (stereo not drawn) | 2.1% | -12% | 2% | -4% | -7%
O=c1cc(NC2CCCCCC2)[nH]c(=O)[nH]1 | 0.9% | -20% | -6% | 23% | -13%
CCCCOc1ccc(C(=O)NCC(=O)NCC(=O)OCC)cc1 | 1.9% | -4% | ? | 47% | 5%
COC(=O)C1=C(C)NC2=C(C(=O)CC(C)(C)C2)C1c1cn(Cc2ccc(Br)cc2)nc1-c1ccccc1 (stereo not drawn) | 3.1% | 3% | -11% | 63% | 11%
CC(NC(=O)C1CCN(S(=O)(=O)c2cc([N+](=O)[O-])ccc2Cl)CC1)c1ccccc1 (stereo not drawn) | 0.1% | -5% | 4% | -13% | -9%
Cc1ccc(NC(=O)CSCC#N)cc1 | i | 22% | 2% | 24% | -5%
CCN(CC)C(=O)Cn1cc(/C=C2\C(=O)NC(=O)N(c3ccccc3F)C2=O)c2ccccc21 | 0.6% | -2% | 2% | -14% | -14%
COc1ccccc1C(=O)C1CCCN(Cc2cnc(C)s2)C1 (stereo not drawn) | i | -2% | -7% | 10% | 12%
C=CCn1c(SCC(=O)Nc2nccs2)nnc1-c1ccco1 | i | 8% | -1% | 4% | 4%
CC(=NNS(=O)(=O)c1ccc([N+](=O)[O-])cc1)c1ccc(C)cc1 | 0.5% | 3% | . | . | .
Cc1cc(C(N)=O)c2ccccc2n1 | 1.4% | -4% | 5% | 9% | -10%
CCC1=Nc2cc(C(=O)NCCCN3CCN(C)CC3)ccc2Sc2ccccc21 | 0.3% | 8% | 13% | 13% | 8%

Compounds shown so far that have four or more nitrogen atoms:
SMILES | inhibitors of VEEV | influenza NS1A | H37Rv inhibition | tuberculosis growth | PhoP GFP inhibition | others
CCN(CC)C(=O)Cn1cc(/C=C2\C(=O)NC(=O)N(c3ccccc3F)C2=O)c2ccccc21 | 0.6% | -2% | 2% | -14% | -14%
C=CCn1c(SCC(=O)Nc2nccs2)nnc1-c1ccco1 | i | 8% | -1% | 4% | 4%
CCC1=Nc2cc(C(=O)NCCCN3CCN(C)CC3)ccc2Sc2ccccc21 | 0.3% | 8% | 13% | 13% | 8%

(listing goes on)
SMILES | inhibitors of VEEV | influenza NS1A | H37Rv inhibition | tuberculosis growth | PhoP GFP inhibition | others
O=C(NCc1ccccc1)c1nncc(-c2ccccc2)n1 | 0.8% | 10% | 2% | -24% | .
O=C(C[n+]1cc(-c2ccc(Cl)cc2)n2c1CCC2)Nc1nc(-c2ccc(F)cc2)cs1 | 1.7% | -19% | ? | ? | -19%
COc1ccc(/C=N/NC(=O)C2C3CCCCC32)cc1OC (stereo not drawn) | 1.2% | -9% | 5% | 3% | 6%
Cc1ccc(NC(=O)C2CC(=O)N(C(C)C)C2)cc1Cl (stereo not drawn) | i | -5% | 0% | -2% | 4%
CCOC(=O)c1ccc(NC(=O)Cn2nnc(-c3ccccc3C)n2)cc1 | i | 4% | ? | 62% | -1%
COc1ccc(C(=O)NNC(=O)Cc2ccc([N+](=O)[O-])cc2)cc1 | 1.3% | -9% | 1% | -4% | -5%
C/C(=N\NC(=O)c1ccc2c(c1)OCO2)c1cccnc1 | 1.2% | -8% | -7% | -1% | -10%
O=C(CCCc1ccccc1)Nc1cccc([N+](=O)[O-])c1 | 0.5% | -5% | 6% | 76% | 5%
CCOc1ccc2nc(-c3ccc(OC)c(OC)c3)cc(C(=O)O)c2c1 | 6.5% | -16% | -3% | 1% | -3%
CCCn1c(N)c(N(CCOC)C(=O)c2cc3ccccc3cc2OC)c(=O)[nH]c1=O | 0.6% | -7% | -3% | 3% | .
CC(C)(C)c1nnc(NC(=O)NS(=O)(=O)c2ccccc2)s1 | 5.1% | -8% | -2% | 2% | -1%
CC(Sc1n[nH]c(=O)n1Cc1ccccc1)C(=O)NCC1CCCO1 (stereo not drawn) | 1.6% | -1% | . | . | .

Continued (4 carried over from the part before).
SMILES | inhibitors of VEEV | influenza NS1A | H37Rv inhibition | tuberculosis growth | PhoP GFP inhibition | others
CCOc1ccc2nc(-c3ccc(OC)c(OC)c3)cc(C(=O)O)c2c1 | 6.5% | -16% | -3% | 1% | -3%
CCCn1c(N)c(N(CCOC)C(=O)c2cc3ccccc3cc2OC)c(=O)[nH]c1=O | 0.6% | -7% | -3% | 3% | .
CC(C)(C)c1nnc(NC(=O)NS(=O)(=O)c2ccccc2)s1 | 5.1% | -8% | -2% | 2% | -1%
CC(Sc1n[nH]c(=O)n1Cc1ccccc1)C(=O)NCC1CCCO1 (stereo not drawn) | 1.6% | -1% | . | . | .
CCc1[nH]nc(C(=O)N2CCCC(CNS(=O)(=O)c3cccs3)C2)c1C (stereo not drawn) | 0.7% | -5% | -9% | 8% | 5%
CC1Sc2ccc(S(=O)(=O)CCC(=O)N(C)Cc3ccccc3)cc2NC1=O (stereo not drawn) | 1.0% | 4% | 1% | 9% | -5%
O=[N+]([O-])c1ccc(N2CCN(CCOc3nonc3-c3ccccc3)CC2)c(Cl)c1 | 2.3% | 3% | -4% | -3% | -4%
COc1ccc(C(=O)N/C(=C\c2ccc3c(c2)OCO3)C(=O)NCCc2nc3ccccc3[nH]2)cc1 | 1.2% | -7% | 0% | 11% | 6%
CCCCCCc1cc2cc(S(=O)(=O)c3ccc(C)cc3)c(=O)oc2cc1O | 1.5% | 0% | 0% | . | -4%
CCC(Sc1nc2ncccc2[nH]1)C(=O)NC1CCC(C)CC1 (stereo not drawn) | 0.6% | 4% | 6% | 25% | 1% | inhibitors of VEEV 10K pilot screen=0.2
CCOCCCN1CN(Cc2ccccc2)CNC1=S | i | 16% | -3% | -9% | 8%
O=[N+]([O-])c1ccc2[nH]c(O)c(N=NC(=S)Nc3cccnc3)c2c1 | 0.4% | 13% | 12% | 12% | 18%
CC(=O)c1ccc(OCCCC(=O)OCC(=O)Nc2c(C)nn(-c3ccccc3)c2C)cc1 | 3.1% | -10% | -4% | 11% | .
C=CCOc1ccc(CN(C)CC(=O)N(CC(C)C)c2c(N)n(CC(C)C)c(=O)[nH]c2=O)cc1 | 0.4% | -1% | -2% | 8% | 5%
COc1cccc(-c2cc(C(F)(F)F)nc(NCc3ccco3)n2)c1 | 4.5% | 5% | . | 9% | -9% | inhibitors of VEEV 10K pilot screen=5.0
CCc1cc2c(SCC(=O)Nc3ccc(NC(C)=O)cc3)ncnc2s1 | 2.4% | 0% | -2% | 3% | .
CC1(C)Cc2nc3scc(NC(=O)c4ccccc4)c3cc2CO1 | 0.8% | . | 3% | 22% | -3%
Cn1ncc(N=Cc2c(O)ccc3ccccc23)c1C(=O)N1CCOCC1 | 0.7% | 4% | -4% | -18% | 2%
Cc1c(C(=O)N2CCOCC2)[nH]c2c1C(=O)CC(c1ccc(Cl)cc1)C2 (stereo not drawn) | 1.1% | -5% | 1% | -14% | 18%
Nc1nonc1-n1nnc(C(=O)N/N=C/c2ccc(OCc3ccccc3)cc2)c1CNc1ccccc1 | 3.0% | -4% | 3% | 7% | -9%
N#C/C(=C\c1ccc(O)c(O)c1)C(=O)Nc1ccccc1 | 1.4% | 5% | -3% | 12% | 3%
COc1cc(-c2cc(C(=O)Nc3c(Cl)cc(Cl)cc3Cl)c3ccccc3n2)cc(OC)c1OC | 0.3% | -3% | 6% | -5% | -5%
COc1ccccc1NC=C1C(=O)OC2(CCCCC2)OC1=O | 1.6% | -8% | 8% | 1% | 12%
Cc1nn(Cc2c(F)c(F)c(F)c(F)c2F)c(C)c1NC(=O)c1c([N+](=O)[O-])c(C)nn1C | i | 9% | 1% | -8% | -9%
CCOc1ccccc1-c1cc(C(=O)N/N=C/c2cccnc2)c2ccccc2n1 | 1.2% | 0% | 4% | -12% | -2%
CCOc1ccc(C(C)=O)cc1COC(=O)C1=COCCO1 | 0.5% | -13% | 0% | 4% | 4%
O=C(N/N=C/C=C\c1ccc([N+](=O)[O-])cc1)c1cccnc1 | i | . | 5% | 0% | 2%
NC1=NC[C@H](Cc2ccc(O)cc2)N1CCc1cc(C(F)(F)F)cc(C(F)(F)F)c1 | 0.4% | -6% | ? | 77% | 11%
COCCNC(=O)C(=O)N/N=C/c1ccccc1C(F)(F)F | 0.6% | 2% | -9% | 37% | 0%
O=C(Nc1ccccc1O)c1cc(S(=O)(=O)N2CCOCC2)c(Cl)cc1Cl | i | 0% | 0% | 15% | -6%
O=C(Cn1cnc2ccccc21)Nc1cccc([N+](=O)[O-])c1 | 1.2% | -11% | 0% | 6% | 6%
COCCCNC(=O)C(Cc1ccccc1)NS(=O)(=O)c1ccc2c(c1)c(=O)n(C)c(=O)n2C (stereo not drawn) | i | -7% | . | . | -4%
OCCCn1c(C2CCCN2c2nc(-c3ccc(F)cc3)cs2)nc2cc(Cl)c(Cl)cc21 (stereo not drawn) | 2.0% | 6% | ? | 15% | -10%
CC(OC(=O)Cn1cnc2c1c(=O)n(C)c(=O)n2C)C(=O)c1ccccc1 (stereo not drawn) | 0.9% | -1% | -2% | -15% | 0%
CC(=O)N1Cc2ccccc2CC1C(=O)O (stereo not drawn) | 0.8% | 8% | -8% | 5% | -3%
O=C(NCc1ccccn1)Nc1cccc(Cl)c1Cl | 7.9% | -12% | -1% | -3% | -4%
Cc1ccc(C)c(S(=O)(=O)N2CCN(C(=O)Cc3c(F)cccc3Cl)CC2)c1 | 2.4% | -17% | 4% | 6% | 0%
O=c1cc(C2CCNCC2)[nH][nH]1 | 0.8% | 2% | -18% | -10% | 6%
O=C(OCC(=O)N1CCCC1)c1cc(=O)c2ccccc2o1 | i | -4% | -6% | 8% | .
CCN(CC)S(=O)(=O)c1ccc(Cl)c(NC(=O)COc2ccccc2[N+](=O)[O-])c1 | i | 3% | -2% | -2% | -3%
Cc1cc(Cl)ccc1C(=O)C1CCCN(C(=O)CCn2cnnn2)C1 (stereo not drawn) | 0.3% | -6% | -5% | 1% | -11%
Cc1ccccc1NC(=O)Cc1nc(CSc2nnc(-c3ccc4c(c3)OCO4)o2)cs1 | 7.4% | -5% | 2% | 68% | -11%
O=C(NNC(=O)c1ccc(Cl)cc1Cl)c1ccncc1 | i | -15% | -2% | -12% | -5%
CN(C)c1ccc(C(=O)N/N=C/c2ccccn2)cc1 | 2.5% | -1% | 62% | ? | -10%
Cc1cc(=O)[nH]c(N/N=C/c2ccc(-c3ccc(F)cc3)o2)n1 | i | 0% | ? | 4% | 4%
CCOc1ccc(N=Cc2ccccc2O)cc1 | 3.3% | -19% | . | . | .
N#C/C(C(=O)NCc1ccccc1)=C1/SC(Cc2ccc(Cl)cc2)C(=O)N1c1ccccc1 (stereo not drawn) | 1.7% | -6% | -5% | 1% | -9%
COc1ccc(OC)c(NC(=O)Cn2c(=O)n(CC3CCCO3)c(=O)c3cc(OC)c(OC)cc32)c1 (stereo not drawn) | 7.8% | 4% | 5% | . | -23%
O=C(NC1CCN(Cc2ccccc2)CC1)c1cccc(NS(=O)(=O)c2ccc(Br)cc2)c1 | 1.4% | -2% | . | . | .
CCC12CN3CCN(CC(C3)/C1=N/NC(N)=O)C2 | 1.5% | 7% | -6% | -8% | 0%
O=C(CSc1nc2[nH]ncc2c(=O)[nH]1)Nc1ccc(Cl)c(Cl)c1 | 8.2% | -3% | 23% | 9% | -9%
CCSc1nc(=O)n(-c2ccccc2)c(C)c1C(C)=O | i | -1% | 1% | -1% | 4%
CC1=CC(C)C2C(=O)N(CCC[N+](C)(C)C)C(=O)C2C1 (stereo not drawn) | i | -4% | -4% | 31% | -7%
CN(C)C(=O)Oc1cccc([N+](C)(C)C)c1 | 2.6% | 6%&-3% | -2%&-1% | 3%&-9% | 0%&-5%
CCOC(=O)c1c(NC(=O)C(F)(OC)C(F)(F)F)sc2c1CCN(C)C2 (stereo not drawn) | 0.5% | 8% | 2% | 7% | -11%
CCc1ccccc1NS(=O)(=O)Cc1ccccc1 | 0.2% | -4% | 1% | 12% | 7%
CC1CCN(C(=O)COC(=O)/C=C/c2ccc(Br)o2)CC1 | i | -1% | 10% | 35% | .
CCc1ccc(NC(=O)c2ccc3c(c2)C(=O)N(Cc2ccco2)C3=O)cc1 | 0.4% | 8% | -9% | 31% | 3%
Cc1ccc(CSCC(N)C(=O)O)cc1 (stereo not drawn) | . | . | -8% | 10% | -5%
COc1ccc(NC(=O)COCC(=O)Nc2ccc(C)cc2)cc1 | i | -13% | ? | ? | -3%
COc1ccc(OC)c(N(CC(=O)N2CCCCC2)S(=O)(=O)c2ccc(OC)c(OC)c2)c1 | 0.5% | 2% | -5% | 3% | -3%
